JNK3 inh = inhibitors of human JNK3 kinase; P53779; purified JNK3 kinase activity, HTS; inhibition, % at 8 µM; 0.61% of 60,000 active; in the data active means inhibition above about 17%;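 further: 0% = DMSO and 100% = reference inhibitor; many of its hits are not listed in these tables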
Target sequence (P53779 whole entry, looked up): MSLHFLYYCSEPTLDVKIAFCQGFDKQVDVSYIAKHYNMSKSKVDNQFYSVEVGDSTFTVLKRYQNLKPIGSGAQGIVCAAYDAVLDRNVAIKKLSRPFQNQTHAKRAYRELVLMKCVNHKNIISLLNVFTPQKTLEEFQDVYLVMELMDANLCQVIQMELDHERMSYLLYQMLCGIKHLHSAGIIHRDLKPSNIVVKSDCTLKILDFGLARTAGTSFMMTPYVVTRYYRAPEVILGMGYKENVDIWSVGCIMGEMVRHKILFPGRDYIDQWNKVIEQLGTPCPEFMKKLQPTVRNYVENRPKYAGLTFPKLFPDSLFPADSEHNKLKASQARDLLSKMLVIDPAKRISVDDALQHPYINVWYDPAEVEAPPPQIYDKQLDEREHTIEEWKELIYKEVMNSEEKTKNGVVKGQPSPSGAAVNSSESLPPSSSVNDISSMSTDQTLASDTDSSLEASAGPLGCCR
CatB block = human cathepsin B inhibition; P07858; purified cathepsin B, fluorogenic substrate, fluorescence; inhibition, %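 (tested at 10 µM)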; 0.1% of 63,000 active; AID 453; in the data active means inhibition above about 21%;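 further: 0% = enzyme with no compound and 100% = no enzyme blank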
Ec RNAP inh = inhibitors of Escherichia coli RNA polymerase. inhibition, %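 (tested at 10 µM)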. P0A8V2. 0.2% of 62,000 active. E. coli RNA polymerase, fluorescence transcription assay. AID 559; in the data active means inhibition above about 20%;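 further: 0% = enzyme without compound and 100% = no enzyme blank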
RORa activator = activators of human nuclear receptor RORA; CHO-K1 Gal4-RORA LBD luciferase reporter, luminescence; percent increase over mock-subtracted basal signal; activation, % at 10 µM; 1.5% of 65,000 active; AID 560;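 active means activation above the mean of all tested compounds plus 3 SD, cut at about 49% in these data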;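 further: 0% = DMSO-treated RORA cells and 100% = added signal equal to DMSO minus mock-transfected cells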
Target sequence (P35398 whole entry, looked up, the tested form may be a part): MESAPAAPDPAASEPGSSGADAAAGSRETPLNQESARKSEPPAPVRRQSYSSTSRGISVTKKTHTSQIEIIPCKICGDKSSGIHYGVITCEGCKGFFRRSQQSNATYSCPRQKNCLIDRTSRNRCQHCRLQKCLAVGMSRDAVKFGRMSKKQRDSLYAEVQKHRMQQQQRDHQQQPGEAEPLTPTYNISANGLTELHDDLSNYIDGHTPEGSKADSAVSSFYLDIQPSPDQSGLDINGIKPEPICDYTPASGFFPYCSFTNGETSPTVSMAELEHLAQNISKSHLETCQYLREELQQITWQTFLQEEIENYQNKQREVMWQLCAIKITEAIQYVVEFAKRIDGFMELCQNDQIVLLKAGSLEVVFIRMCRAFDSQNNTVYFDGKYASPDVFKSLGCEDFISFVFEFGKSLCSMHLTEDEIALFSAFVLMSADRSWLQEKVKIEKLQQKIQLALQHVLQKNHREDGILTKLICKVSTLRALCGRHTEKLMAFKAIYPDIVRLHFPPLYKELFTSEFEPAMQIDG
ROCK2 inh = ROCK2 (human) kinase inhibition; 0.35% of 60,000 active; inhibition, % at 6 µM; O75116; purified ROCK2, Kinase-Glo ATP depletion luminescence;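 active means inhibition above the screen-wide mean inhibition plus 3 SD, cut at about 18% in these data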;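 further: plate controls were DMSO wells for no effect and Y-27632 control wells after no-enzyme background subtraction for full effect; many of its hits are not listed in these tables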
CatS inh = inhibitors of human cathepsin S | P25774 | 0.06% of 62,000 active | recombinant cathepsin S, AMC dipeptide fluorescence, pooled mixtures | AID 501 | inhibition, %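 (tested at 5 µM per compound within 10-compound mixtures)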; in the data active means inhibition above about 32%, passing the limit was not always enough;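 further: 0% = enzyme without compound and 100% = blank without enzyme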
AP ELISA ortho = orthogonal test for alternative complement pathway inhibitors; Human serum alternative complement pathway, LPS-coated ELISA, C3 deposition; tested in compound mixtures; inhibition, % at 5 µM; 0.08% of 62,000 active;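 active means inhibition above 30% in each of the two pooled mixtures holding the compound, so the lower value exceeds 30%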;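 further: 0% = serum in Mg-EGTA without compound and 100% = EDTA serum blank; some compounds past the cut are filed as inactive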
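Assay system: human serum alternative complement pathway, C3 deposition on LPS-coated wells; Dosing: 5 µM per compound in ten-compound mixtures; Detection: Anti-C3 ELISA, OD 450 nm; Buffer or medium: Mg2+-EGTA GVB++ buffer containing human serum at 1:15 dilution; Timing: 1 h at 37 °C; Replication: two different pools per compound.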
CatB mixtures = human cathepsin B inhibition by mixtures; P07858; Purified cathepsin B, AMC dipeptide fluorescence, compound mixtures; inhibition, %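 (ten-compound pools at 5 µM per compound and 50 µM total)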; 0.06% of 62,000 active; in the data active means inhibition above about 22%, passing the limit was not always enough;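 further: 0% = enzyme without compound and 100% = no enzyme blank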
PKA inh = inhibitors of human protein kinase A; P17612; PKA Kemptide phosphorylation, Kinase-Glo ATP luminescence; inhibition, % at 6 µM; 0.1% of 65,000 active; AID 524;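 active means inhibition above the screen-wide mean inhibition plus 3 SD, cut at about 21% in these data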; further: many of its hits are not listed in these tables
Starred values were filed as active, the others as inactive. An excerpt; rates above refer to the full screens.

For O=C(C1CCCN1S(=O)(=O)c1cccc2cccnc12)N1CCc2ccccc21 (stereo not given) the results were JNK3 inh -3.6, CatB block -2.0, Ec RNAP inh 2.2, RORa activator -5.5, ROCK2 inh -3.6, CatS inh -4.4, AP ELISA ortho 6.9, CatB mixtures 1.7 and PKA inh 3.0.
`CC1(C)CC(=O)c2sc(NS(C)(=O)=O)nc2C1` gave JNK3 inh 0.7, CatB block 6.0, Ec RNAP inh 11.0, RORa activator -3.1, ROCK2 inh -0.4, CatS inh 14.5, AP ELISA ortho 4.4, CatB mixtures 7.7 and PKA inh -2.4.
Screening CCOC(=O)C1(C)NC(c2ccc(N(C)C)cc2)C2C(=O)N(c3ccc(OC)cc3)C(=O)C21 (stereo not given) returned JNK3 inh -5.5, CatB block -2.5, Ec RNAP inh 3.2, RORa activator -1.5, ROCK2 inh -2.8, CatS inh 10.0, AP ELISA ortho -3.9, CatB mixtures -3.4 and PKA inh 7.2.
Screening CC1CC(c2ccccc2)n2nc(NC(=O)c3ccco3)nc2N1 (stereo not given) returned JNK3 inh 6.3, CatB block 0.7, Ec RNAP inh 4.3, RORa activator 3.8, ROCK2 inh 2.0, CatS inh 2.9, AP ELISA ortho 3.0, CatB mixtures 2.6 and PKA inh -0.9.
For O=C(NCC(c1cccnc1)N1CCN(c2ccc(F)cc2)CC1)c1cccc(Cl)c1 (stereo not given) the results were JNK3 inh 1.3, CatB block -6.5, Ec RNAP inh 0.8, RORa activator 2.4, ROCK2 inh 1.5, CatS inh -13.5, AP ELISA ortho 13.4, CatB mixtures 9.3 and PKA inh -2.4.
For CCCC(=O)NC(C)c1nc2ccccc2n1CC (stereo not given) the results were JNK3 inh 4.6, CatB block 6.4, Ec RNAP inh 6.5, RORa activator 6.4, ROCK2 inh 5.6, CatS inh 3.7, AP ELISA ortho 9.8, CatB mixtures 0.7 and PKA inh -0.4.
COc1ccc(OC)c(C2C(C(=O)N(C)C)=C(C)Nc3nc4ccccc4n32)c1 (stereo not given) was read as JNK3 inh -10.5, CatB block 2.1, Ec RNAP inh -6.2, RORa activator -8.2, ROCK2 inh 6.5, CatS inh 1.8, AP ELISA ortho 7.1, CatB mixtures 2.0 and PKA inh -1.3.
N=c1c(S(=O)(=O)c2ccccc2)cc2c(=O)n3ccccc3nc2n1CCN1CCOCC1 was read as CatB block -24.5, Ec RNAP inh -83.9, RORa activator 6.6, CatS inh -3.4, AP ELISA ortho 12.9, CatB mixtures -4.2 and PKA inh 9.3.
For Cc1ccc(Cn2nnc3c(=O)n(Cc4cc(C)ccc4C)cnc32)cc1 the results were JNK3 inh 2.6, RORa activator -23.5, ROCK2 inh -2.1 and PKA inh 8.4.
For O=C(CN1CCOCC1)Nc1ncccn1 the results were CatB block 4.5, Ec RNAP inh 1.4, CatS inh 14.7, AP ELISA ortho 15.8 and CatB mixtures 8.1.
For CCOC(=O)CCC(=O)N1CCOCCN(C(=O)CCC(=O)OCC)CCOCC1 the results were JNK3 inh -5.2, CatB block 2.1, Ec RNAP inh 9.1, RORa activator -5.7, ROCK2 inh 2.4, CatS inh 9.7, AP ELISA ortho 2.6, CatB mixtures -3.8 and PKA inh 7.3.
CC(C)(C)n1ncc2c(=O)n(CC(=O)c3ccc(Cl)cc3)cnc21 was read as JNK3 inh 1.4, CatB block 5.2, Ec RNAP inh 6.8, RORa activator 59.1*, ROCK2 inh 4.7, CatS inh -4.4, AP ELISA ortho 23.0, CatB mixtures 2.5 and PKA inh 8.2.
`COc1ccc(OC)c(-c2cc(C(=O)Nc3cc(C)n(Cc4ccc(Cl)cc4)n3)no2)c1` gave JNK3 inh -4.6, CatB block 0.2, Ec RNAP inh -1.5, RORa activator -6.6, ROCK2 inh 0.3, CatS inh 1.6, AP ELISA ortho 2.2, CatB mixtures -3.1 and PKA inh 8.7.
For Cc1cccc(-n2c(SCC(N)=O)nnc2-c2ccccn2)c1C the results were JNK3 inh 0.0, CatB block 1.2, Ec RNAP inh 1.4, RORa activator -16.1, ROCK2 inh 2.9, CatS inh 10.4, AP ELISA ortho 17.9, CatB mixtures 17.1 and PKA inh 3.2.
For O=C(Cn1cnc2c(nnn2-c2ccc(F)cc2)c1=O)N1CCCc2ccccc21 the results were JNK3 inh -4.4, CatB block 4.0, Ec RNAP inh 12.6, RORa activator 29.3, ROCK2 inh 6.0, CatS inh 21.3, AP ELISA ortho 2.6, CatB mixtures 5.5 and PKA inh 13.9.
CC(C)Cc1ccc(C#N)c(SCC(N)=O)n1 was read as JNK3 inh -2.6, CatB block -4.6, Ec RNAP inh 8.2, RORa activator -18.6, ROCK2 inh 3.7, CatS inh 3.1, AP ELISA ortho 13.1, CatB mixtures 1.4 and PKA inh 1.8.
COCCCn1c(SCC(=O)OC2CCCCC2)nnc1-c1ccco1 was read as JNK3 inh 2.8, CatB block -1.7, Ec RNAP inh -1.1, RORa activator -12.9, ROCK2 inh -1.0, CatS inh -5.7, AP ELISA ortho -14.3, CatB mixtures 1.7 and PKA inh 4.8.
`CCn1c(=O)cc(O)c2c(=O)n(C)c(=O)n(C)c21` gave JNK3 inh -3.3, CatB block 2.7, Ec RNAP inh 6.4, RORa activator -1.2, ROCK2 inh 5.7, CatS inh 1.6, AP ELISA ortho 12.3, CatB mixtures 1.8 and PKA inh 5.1.
Screening CC(=O)c1sc(NC(=O)CN2C(=O)CCC2=O)nc1C returned JNK3 inh 4.3, RORa activator -3.3, ROCK2 inh 1.5 and PKA inh 6.7.
Screening COCCn1nnnc1CN1CCC(NC(=O)Nc2cccc(OC)c2)CC1 returned JNK3 inh 8.1, CatB block 3.4, Ec RNAP inh 7.3, RORa activator -9.0, ROCK2 inh 5.5, CatS inh 19.0, AP ELISA ortho -3.9, CatB mixtures 5.9 and PKA inh 5.4.
Screening C=CCN1C(=O)C2C(C(=O)NC3CCCCC3)C3C=CC2(O3)C1C(=O)NC1CCCC1 (stereo not given) returned JNK3 inh 0.3, CatB block -4.1, Ec RNAP inh -0.3, RORa activator -9.2, ROCK2 inh 4.7, CatS inh -10.1, AP ELISA ortho 3.7, CatB mixtures -0.5 and PKA inh 12.3.
CC(=O)Nc1ccccc1OCC(=O)c1cc(C)n(Cc2cccs2)c1C was read as JNK3 inh 1.0, CatB block 0.2, Ec RNAP inh -2.8, RORa activator -88.8, ROCK2 inh 4.5, CatS inh -4.3, AP ELISA ortho -4.9, CatB mixtures 2.8 and PKA inh 7.7.
For CCN(CC)CCn1c(=S)[nH]c2cc3c(cc2c1=O)OCO3 the results were CatB block 0.5, Ec RNAP inh 1.3, RORa activator -8.3, CatS inh -9.3, AP ELISA ortho 16.8, CatB mixtures 1.9 and PKA inh 6.8.
`CCN(Cc1ccccc1)Cc1cc(OC)cc(OC)c1` gave JNK3 inh -3.4, RORa activator -4.3, ROCK2 inh 3.5, AP ELISA ortho 18.1 and PKA inh 9.5.
For CCOc1ccccc1NC(=O)C1CCCN(S(=O)(=O)c2cccc3cccnc23)C1 (stereo not given) the results were JNK3 inh 15.4, CatB block 5.5, Ec RNAP inh 12.9, RORa activator 35.3, ROCK2 inh -2.1, CatS inh 9.9, AP ELISA ortho 7.5, CatB mixtures 4.1 and PKA inh -0.7.
`CCCCCCC(=O)Nc1c(O)c2ccccc2[nH]c1=O` gave JNK3 inh -7.5, CatB block -5.6, Ec RNAP inh 7.1, RORa activator -14.2, ROCK2 inh -6.0, CatS inh 7.2, AP ELISA ortho 12.7, CatB mixtures 2.0 and PKA inh -1.4.
For CCCCN(CCCC)CCCNC(=O)CC1Oc2ccc(C)cc2NC1=O (stereo not given) the results were JNK3 inh -1.6, CatB block -1.2, Ec RNAP inh 9.9, RORa activator 21.7, ROCK2 inh 4.0, CatS inh -4.1, AP ELISA ortho 11.0, CatB mixtures 8.1 and PKA inh 6.9.
O=C(C1CCCN(S(=O)(=O)c2ccccc2)C1)N1CCN(c2ncccn2)CC1 (stereo not given) was read as CatB block 5.4, Ec RNAP inh 3.1, RORa activator -15.9, CatS inh 5.9, AP ELISA ortho 1.7, CatB mixtures 2.5 and PKA inh -1.9.
`O=C(Cn1ncc2c(=O)oc3ccccc3c21)NC1CC1` gave JNK3 inh -1.7, CatB block 0.7, Ec RNAP inh 3.6, RORa activator 4.4, ROCK2 inh -0.5, CatS inh -0.8, AP ELISA ortho 13.1, CatB mixtures 5.5 and PKA inh -4.3.
For COc1ccc(C2NC3=C(CCCC3)C(C#N)(C#N)C2(C#N)C#N)cc1 (stereo not given) the results were JNK3 inh -4.2, CatB block 0.5, Ec RNAP inh 2.4, RORa activator -10.3, ROCK2 inh 3.5, CatS inh 3.1, AP ELISA ortho -0.6, CatB mixtures 5.2 and PKA inh 3.0.
O=C(Nc1cccnc1)Nc1ccc(Br)cc1Cl was read as JNK3 inh 4.1, CatB block -0.4, Ec RNAP inh 10.4, RORa activator 21.2, ROCK2 inh 8.4, CatS inh 4.4, AP ELISA ortho 4.3, CatB mixtures -0.8 and PKA inh 9.6.
`O=C(O)c1cnn(-c2ccccc2)c1-n1cccc1` gave JNK3 inh 0.6, CatB block 0.6, Ec RNAP inh 4.6, RORa activator -10.6, ROCK2 inh 0.0, CatS inh -5.7, AP ELISA ortho 12.9, CatB mixtures 0.4 and PKA inh -6.7.
`Cc1cccc2c1NC(C)CC2C` (stereo not given) gave JNK3 inh 3.6, CatB block 1.4, Ec RNAP inh 8.1, RORa activator -8.9, ROCK2 inh 3.6, CatS inh 5.7, AP ELISA ortho -10.0, CatB mixtures -2.3 and PKA inh 1.1.
For Cc1cc(C)n(-c2nc3ccccc3nc2N2CCCCCC2)n1 the results were JNK3 inh -6.0, CatB block 3.7, Ec RNAP inh 5.7, RORa activator -1.0, ROCK2 inh 2.2, CatS inh -7.5, AP ELISA ortho 13.3, CatB mixtures -1.2 and PKA inh 12.2.
Screening Cn1c(CNc2ccccn2)c(C#N)c2ccccc21 returned JNK3 inh 2.1, RORa activator -17.6, ROCK2 inh -3.6 and PKA inh -4.8.
Screening CNc1nc(N)c(C(=O)C(C)(C)C)s1 returned JNK3 inh 4.8, CatB block 8.2, Ec RNAP inh 13.7, RORa activator 10.3, ROCK2 inh 0.2, CatS inh 9.4, AP ELISA ortho -0.3, CatB mixtures 3.0 and PKA inh -2.0.
For Nn1c(SCc2nc3ccccc3[nH]2)nnc1C1CCCCC1 the results were JNK3 inh 4.5, CatB block 1.9, Ec RNAP inh 0.9, RORa activator -1.8, ROCK2 inh 0.3, CatS inh 2.4, AP ELISA ortho 10.6, CatB mixtures 3.6 and PKA inh 0.9.
`Cc1ccc(-c2noc(CN(C(=O)c3cccs3)C(C)C)n2)cc1` gave JNK3 inh 3.8, CatB block 3.3, Ec RNAP inh 14.8, RORa activator -1.2, ROCK2 inh 6.6, CatS inh 7.9, AP ELISA ortho 0.7, CatB mixtures 1.6 and PKA inh 11.8.
Cc1ccc(Cl)cc1N1CCN(CC(=O)Nc2ccc3[nH]c(=O)[nH]c3c2)CC1 was read as JNK3 inh -9.9, CatB block 0.1, Ec RNAP inh 4.3, RORa activator -15.2, ROCK2 inh 4.0, CatS inh -1.8, AP ELISA ortho 14.4, CatB mixtures 4.8 and PKA inh 0.7.
